SIRT5 block: inhibitors of human sirtuin-5 desuccinylase; Q9NXA8; Purified SirT5, succinyl-peptide AMC, trypsin-coupled fluorescence; inhibition, % at 15 µM; hit rate 1.1% among 330,000; AID 652115; in the data active means inhibition above about 15%; inconclusive means no clear call, values can overlap the other calls
Target sequence (Q9NXA8 whole entry, looked up): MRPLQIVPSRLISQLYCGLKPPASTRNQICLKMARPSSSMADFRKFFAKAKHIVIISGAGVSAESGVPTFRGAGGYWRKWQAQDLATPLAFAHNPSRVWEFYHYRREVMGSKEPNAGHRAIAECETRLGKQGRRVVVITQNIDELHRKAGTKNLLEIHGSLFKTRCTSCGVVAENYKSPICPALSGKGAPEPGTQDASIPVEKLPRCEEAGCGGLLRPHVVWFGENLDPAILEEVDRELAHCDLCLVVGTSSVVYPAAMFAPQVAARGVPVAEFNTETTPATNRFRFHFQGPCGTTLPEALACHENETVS
PGC1a acetyl inh: modulators of PGC1a acetylation | U2OS PGC1a acetylation, AlphaScreen anti-acetyl-lysine; with virally co-expressed GCN5 acetyltransferase | inhibition, % at 15.6 µM | hit rate 0.17% among 350,000 | AID 651687;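 active means every replicate shows inhibition of at least 40%; inconclusive means mean inhibition at least 40% but some replicate below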;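 further: 0% = neutral control wells and 100% = positive control wells; some results beyond the cut were filed as inactive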
Statin myotox sup: protects C2C12 myotubes from simvastatin toxicity; rescue of ATP level, % at 7.49 µM; AID 602340; hit rate 0.78% among 330,000; ATP luminescence, 48 h; scaled: DMSO 0, geranylgeraniol control 100;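 active means mean ATP rescue above about 67%, or every replicate alone reaching that limit, limit read from the data, passing the limit was not always enough; inconclusive means no clear call, values can overlap the other calls; inactive means mean under the limit and some replicate under it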;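 further: myotubes were challenged with 10 µM simvastatin during compound exposure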
S100A4 MyoIIA: S100A4-myosin IIA interaction inhibition; hit rate 0.14% among 360,000; S100A4/TAMRA-MyoIIA peptide fluorescence polarization; inhibition, % at 10.7 µM; P26447;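 active means mean inhibition of at least 70% across replicates, with every replicate also reaching that level; inconclusive means mean inhibition reaches 70% but some replicates fall short; inactive means mean inhibition below 70%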
Target sequence (P26447 whole entry, looked up): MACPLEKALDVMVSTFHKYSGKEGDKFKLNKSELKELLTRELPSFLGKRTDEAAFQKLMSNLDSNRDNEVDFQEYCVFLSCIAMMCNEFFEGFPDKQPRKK
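Compound dosing: one dose per compound; test system: human S100A4 monomer with TAMRA-labelled myosin IIA peptide; probe or stimulus: TAMRA-labelled myosin IIA heavy-chain peptide probe, 5 nM; medium: HEPES buffer with Ca2+, pH 7.2; schedule: 5 min incubation before reading; benchmarks: neutral control DMSO, positive control TFP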
Cneo AK release: Cryptococcus neoformans lysis via adenylate kinase release | hit rate 0.2% among 360,000 | AID 651654 | lysis activity, % at 15 µM | C. neoformans lysis, adenylate kinase release luminescence, 4 h; normalised: neutral wells 0, clomiphene wells 100;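 active means mean lysis activity across replicates of at least 80%, whatever share of replicates individually reach that level; inactive means mean lysis activity below 80%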
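Assay system: log-phase C. neoformans yeast / Quantity: yeast cell density of 5 × 10^6 cells/mL / Medium: fresh YPD growth medium / Compound: single dose / Timing: static 4 h at 37 °C with compound, 1 h detection / Measured by: adenylate kinase release luminescence / Read-out: lysis from increased AK signal / Benchmarks: Clomiphene as positive lysis control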
LGR2 antag: Drosophila LGR2 receptor signaling inhibition. HEK293 LGR2, CRE-luciferase, bursicon-stimulated, 4 h. inhibition, % at 9.99 µM. hit rate 0.35% among 380,000. AID 720647;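 active means drop in luminescence signal, shown as inhibition above about 50% in the replicate tests, limit read from the data, passing the limit was not always enough; inconclusive means probably only some replicates passing the limit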;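 further: agonist challenge used bursicon conditioned medium at about half maximal strength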
XiGFP reactiv: activators of X-chromosome reactivation in mouse fibroblasts | hit rate 0.055% among 360,000 | activation, % at 7.58 µM | XiGFP mouse fibroblasts, % GFP-positive cells imaging, 3 d; cells co-treated with 5-aza-dC sensitizer; scaled so ellipticine positive control = 100%;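 active means mean normalized replicate activation at least 10% and every replicate at or above 10%; inconclusive means only one of the two criteria met; inactive means mean below 10% and not all replicates reach 10%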;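 further: 0% = median of on-plate neutral control wells and 100% = ellipticine 6 µM median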
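assay system = SV40-immortalized XiGFP fibroblast cells, line 68-5-11 | buffer or medium = DMEM plus 5-aza-dC sensitizer | doses = single-point pinned compound dosing | times = 3-day compound exposure, then 15 min fixation at room temperature | benchmarks = positive control ellipticine, 6 µM final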
ERAP1 inh: blocks human ERAP1 aminopeptidase activity | Q9NZ08 | recombinant ERAP1, Leu-AMC fluorescence, 60 min | inhibition, % at 10.7 µM | hit rate 0.15% among 340,000 | AID 652197;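 active means mean replicate inhibition of at least 30%, or all replicates individually reaching that 30% level; inactive means mean below 30% and not every replicate reaching it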;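 further: 0% = neutral control wells and 100% = L-leucinethiol positive control wells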
Starred values were filed as active, the others as inactive; ? = inconclusive; . = no result given. Only part of the results is shown, so the mix of outcomes need not match the whole.

Molecule	SIRT5 block	PGC1a acetyl inh	Statin myotox sup	S100A4 MyoIIA	Cneo AK release	LGR2 antag	XiGFP reactiv	ERAP1 inh
CCCNC(=O)Nc1ccc2c(c1)OC[C@@H](C)N(C(=O)CC)C[C@H](C)[C@@H](OC)CN(C)C2=O	2	2	9	4	6	-4	0.1	-2
CC1CC2C3CCC4=CC(=O)C=CC4(C)C3(F)C(O)CC2(C)C1(O)C(=O)CO (centres undefined)	-6	-9	-9	-1	-8	-14	1.2	.
CCCN1C[C@@H](C)[C@@H](OC)CN(C)C(=O)c2ccc(NS(=O)(=O)c3ccccc3)cc2OC[C@H]1C	-4	7	-8	-12	-1	8	0.1	1
CCCNC(=O)N[C@@H]1C=C[C@@H](CC(=O)NC2CCC2)O[C@H]1CO	-11	-12	-4	-2	-3	11	0.1	-3
CC(C)C[C@H]1CNC(=S)N1C[C@H]1CCCN1C[C@H](CC(C)C)N1C[C@H](CC(C)C)N(CCc2ccccc2)C1=S	1	-3	10	1	6	14	0.1	.
CC(Oc1ccccc1)C(=O)NC1CCCCCCC1 (centres undefined)	2	.	-2	-9	0	-15	0.3	0
Cc1noc(C)c1NC(=O)N(C)C[C@H]1OCCCC[C@@H](C)Oc2ccc(NC(=O)c3ccncc3)cc2C(=O)N([C@@H](C)CO)C[C@@H]1C	2	-2	-9	-9	-2	-6	0.2	0
O=C(NCc1ccc(F)cc1)C1CC(=O)N(Cc2ccco2)C1 (centres undefined)	-2	2	.	-3	-1	0	0.2	-1
O=C(COC(=O)c1ccco1)NC1CCCc2ccccc21 (centres undefined)	2	1	-5	-3	1	-17	0.1	1
CCOc1ccc2oc(=O)cc(CN3CCOCC3)c2c1	-4	-4	-5	0	1	3	0.2	-5
N#C/C(=C(/O)c1ccc([N+](=O)[O-])cc1)c1nnc2n1CCCCC2	-1	-5	.	2	.	4	0.0	4
CN(CCCC1CCCC1)C(=O)CCc1nnc(-c2ccccc2)o1	5	3	2	0	3	-83	0.0	-1
OC1=C(O)c2nc3ccccc3nc21	-3	-10	-6	-1	0	-3	.	2
Cc1cccc(OC(C)C(=O)N2CCCc3ccccc32)c1 (centres undefined)	1	.	.	-1	.	8	0.0	-3
COc1ccc(OC)c(S(=O)(=O)NCC2CCN(C(=O)C(=O)c3cccs3)CC2)c1	.	.	.	2	.	-31	0.1	5
Cc1onc(-c2c(Cl)cccc2Cl)c1C(=O)N1CCN(c2ccccc2)CC1	-3	.	.	-3	.	-10	0.0	-1
CC(C)COc1cccc(C(=O)Nc2ccc(CN3CCOCC3)cc2)c1	-5	1	-26	-4	0	-6	0.0	-2
COc1cccc(C#Cc2cnc3c(c2)C(=O)N([C@@H](C)CO)C[C@@H](C)[C@H](CN(C)C(=O)C2CC2)O3)c1	-1	3	15	-5	39	-10	-0.1	-3
CCC(=O)N[C@H]1CC[C@@H](CCNS(=O)(=O)c2ccc(Cl)cc2)O[C@H]1CO	1	-2	4	1	-1	13	-0.4	-1
CCCNC(=O)N[C@@H]1CC[C@H](CCn2cc(-c3cccc(F)c3)nn2)O[C@@H]1CO	-1	4	-4	10	-5	-2	-0.2	3

(listing goes on)
Molecule	SIRT5 block	PGC1a acetyl inh	Statin myotox sup	S100A4 MyoIIA	Cneo AK release	LGR2 antag	XiGFP reactiv	ERAP1 inh
COc1ccc(OCCNc2c([N+](=O)[O-])c(=O)oc3ccccc23)cc1	0	2	.	-3	.	-16	0.0	0
CCN(CC)C(=O)COc1coc(CN2CCN(c3ccc(F)cc3)CC2)cc1=O	-5	-1	3	-10	1	-1	0.1	-3
COc1ccccc1C#Cc1ccc([C@H]2[C@H](C#N)N(C(=O)C3CCCCC3)[C@H]2CO)cc1	-2	.	.	11	.	83*	0.0	1
COc1ccccc1/C=N/NC(=O)C(C)Cn1cnc2ccccc21 (centres undefined)	2	.	.	2	1	3	0.0	-5
Cn1c(SCC(=O)N/N=C/C=C/c2ccccc2[N+](=O)[O-])nc2ccccc21	-2	.	.	3	.	4	0.0	-1
CO[C@@H]1CN(C)C(=O)c2ccc(NC(=O)NC(C)C)cc2OC[C@@H](C)N(C(=O)CC2CC2)C[C@H]1C	3	10	-3	45	4	-6	0.2	2
CN(c1ccc(C(=O)N2CCCCCC2)cc1)S(=O)(=O)c1ccccc1	-23	-1	-15	0	-1	-11	-0.1	-2
O=C(O)c1ccc(N2CCCS2(=O)=O)cc1	2	.	-4	0	-1	2	0.0	0
NC1=NC[C@H](c2ccccc2)N1CCCCC1CCCCC1	.	5	-112	-4	4	7	0.0	19
COc1ccc(NC(=O)Nc2ccc3c(c2)C(=O)N([C@H](C)CO)C[C@H](C)[C@H](CN(C)Cc2ccc(Oc4ccccc4)cc2)O3)cc1	1	-1	-5	5	9	-14	0.3	-5
CCCCNC(=O)C1(C)CCN1C(=O)c1cc(F)ccc1C (centres undefined)	.	.	0	7	-1	10	0.2	-2
C[C@H]1CN([C@@H](C)CO)C(=O)c2cc(C#CCc3ccccc3)cnc2O[C@@H]1CN(C)CC1CCCC1	-4	-29	-132	-19	9	-7	-0.6	-2
CC(C)c1ccc(NC(=O)C2CCN(S(=O)(=O)c3ccc4c(c3)NC(=O)CO4)CC2)cc1	-1	27	-34	-9	1	20	0.2	-2
Cc1ccc(S(=O)(=O)NCCC(=O)NCC(c2cccs2)N2CCOCC2)cc1 (centres undefined)	-3	-16	9	1	2	-7	-0.1	-4
O=C(Cc1ccccc1)NCC1COc2ccccc2O1 (centres undefined)	1	6	.	3	.	0	.	11
COc1ccc(NC(=O)N(C)C[C@H]2Oc3ccc(NC(=O)CCCN(C)C)cc3C(=O)N([C@H](C)CO)C[C@@H]2C)cc1	-5	-3	-14	-11	-1	-2	0.0	-1
O=C(NCCCNC(=O)c1ccc(Cl)cc1Cl)c1ccco1	-9	.	9	-3	0	9	0.0	-3
CC(NC(=O)c1sc2cc([N+](=O)[O-])ccc2c1Cl)C(C)(C)C (centres undefined)	-7	1	11	-1	2	7	-0.1	0
Cc1ccc(-c2nc3ccc(Cl)cn3c2CC(C)(C)C)cc1	-4	-24	5	-6	.	-14	-0.1	-1
C[C@@H]1CN([C@@H](C)CO)C(=O)c2cc(-c3cccc(C#N)c3)cnc2O[C@H]1CN(C)C(=O)C1CCC1	-10	0	28	2	-2	3	-1.2	2

Carrying on.
Molecule	SIRT5 block	PGC1a acetyl inh	Statin myotox sup	S100A4 MyoIIA	Cneo AK release	LGR2 antag	XiGFP reactiv	ERAP1 inh
Cc1ccc(S(=O)(=O)N2CCN(S(=O)(=O)N3CCC(C)CC3)CC2)cc1C	.	.	-63	-8	1	-19	0.1	1
CO[C@H]1CN(C)C(=O)c2ccc(NC(=O)Cc3ccccc3)cc2OC[C@H](C)N(C(C)=O)C[C@H]1C	-2	-4	-18	1	3	-1	-0.1	-1
CN1CCN(CC(=O)NC2CCCCC2)CC1	.	-2	-14	.	2	10	.	.
CC(C)(C)[S@@](=O)N1Cc2cc(C(=O)N3CCCCC3)nc(-c3cccc(-c4cccc(C#N)c4)c3)c2[C@H]1CCO	0	0	-9	-17	-7	-3	?	-2
CN1CCN(C(=O)C[C@H]2C[C@H]3c4cc(NS(=O)(=O)c5ccc(F)cc5)ccc4O[C@H]3[C@@H](CO)O2)CC1	.	1	-7	.	-1	-1	-0.1	.
O=C(NC1CCCCC1)N[C@H]1C=C[C@@H](CC(=O)N2CCOCC2)O[C@H]1CO	3	4	3	2	104*	9	0.8	1
NC(=O)[C@@H]1CCCN1Cc1nc(Cc2ccccc2Cl)no1	-2	9	12	10	0	23	0.1	3
O=C1CC(SC(=S)C2CCCC2=O)C(=O)N1 (centres undefined)	.	.	.	2	.	14	0.2	4
COc1ccccc1NC(=O)C1=C(C)N(c2ccccc2)C(=S)NC1c1cccc(C(F)(F)F)c1 (centres undefined)	-4	.	-2	2	21	-13	.	-1
Brc1ccc2nc(-c3ccccc3)c(Cc3ccccc3)n2c1	0	10	-11	6	-2	-11	0.5	.
COCCNc1nc(Oc2ccc(NC(C)=O)cc2)c2sc(-c3ccccc3)cc2n1	-8	.	.	1	-2	-1	-0.1	-4
O=C(CCc1nnc(CCCCc2ccccc2)o1)NCCc1cccnc1	-3	2	.	3	.	-1	-0.1	0
COc1ccc(-c2nc3cnccn3c2NC(C)(C)CC(C)(C)C)cc1O	0	-9	-4	0	-1	4	0.0	0
O=C(c1ccc2nc[nH]c2c1)N1CCN(c2cccc(C(F)(F)F)c2)CC1	-4	.	.	-4	1	9	-0.1	1
O=C(C[C@@H]1C[C@H]2c3cc(NC(=O)Nc4ccccc4F)ccc3O[C@H]2[C@@H](CO)O1)NCc1ccncc1	-1	-7	2	7	-1	14	0.0	1
COC(=O)[C@@]12C[C@@H](CC(=O)NCCCN3CCCC3=O)C(=O)N(Cc3cccc4ccccc34)C1=CCC(C)(C)C2	.	.	.	5	.	12	0.2	-2
CC(=O)Nc1cccc(-c2cc(NC(C)=O)c3ncc(-c4cccc(C(F)(F)F)c4)n3c2)c1	.	7	3	-4	1	-24	0.0	3
CC1(C)CC(CC(=O)Nc2ccccc2[N+](=O)[O-])C(=O)O1 (centres undefined)	.	12	.	6	2	3	0.0	-2
O=C(C[C@H]1CC[C@H]2NC[C@@H](O)COC[C@@H]2O1)NCCN1CCCC1	-3	-6	.	-4	.	-9	0.3	1
CCC(=O)Nc1ccc(C(=O)COC(=O)C(CCSC)NC(=O)COc2ccccc2)cc1 (centres undefined)	-3	7	6	11	-3	-17	0.5	2

The listing continues.
Molecule	SIRT5 block	PGC1a acetyl inh	Statin myotox sup	S100A4 MyoIIA	Cneo AK release	LGR2 antag	XiGFP reactiv	ERAP1 inh
CCOc1ccccc1Nc1cc2n(c(=O)n1)CCc1cc(OC)c(OC)cc1-2	1	.	1	0	.	-54	0.0	2
Cc1ccccc1CC(=O)Nc1cc(C(C)(C)C)on1	.	-3	-4	-2	-1	-5	-0.1	2
CSc1nsc(SCC(=O)NCc2ccc(C)cc2)n1	0	9	5	-3	-8	31	0.0	1
CO[C@H]1CN(C)C(=O)c2ccc(NC(=O)Nc3cccc(F)c3)cc2OC[C@H](C)N(C(=O)C2CC2)C[C@H]1C	.	6	-10	.	.	-11	-0.1	.
COc1ccc(C(=O)Nc2ccc(C)c(S(=O)(=O)N3CCOCC3)c2)cc1S(=O)(=O)N1CCCC1	-3	-13	3	0	-2	1	0.0	0
COc1ccc(Br)cc1CN1CCN(Cc2c[nH]c3ccccc23)CC1	-4	-15	18	-8	0	-9	0.0	-9
CCCNC(=O)C[C@H]1CC[C@H]2[C@@H](COc3ccc(NC(=O)c4ccc(Cl)cc4)cc3C(=O)N2C)O1	-6	13	0	-20	-6	16	0.0	4
CCOC(=O)Nc1ccc2nc(N3CCCCCC3)sc2c1	-1	0	-188	-2	-2	-106	0.2	-1
COc1nc(C)ccc1-c1noc(-c2cccs2)n1	-5	-9	.	-18	2	-3	-0.1	.

Source: PubChem
